# From PubChem BioAssay
# rCAG RNA binder: binders of r(CAG) RNA repeats, primary screen, biochemical, fluorescence. r(CAG) RNA repeat, TO-PRO-1 dye displacement fluorescence. actives 1.3% (n = 370,000). inhibition, % at 3 µM;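 active = inhibition above the plate cutoff, the mean of all test compounds on that plate plus 3 SD, cut at about 35% in these data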;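 note: 0% = DMSO alone and 100% = 100 µM mitoxantrone as full dye displacement; higher means more dye released from RNA so lower well fluorescence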
# ARFGAP1 inh: inhibitors of rat ARFGAP1 GAP activity, primary screen, biochemical, fluorescence polarization, GDP tracer | ADP-ribosylation factor GTPase-activating protein 1 (Rattus norvegicus), Q62848 | Arfgap1-stimulated ARF1 GTP hydrolysis, GDP FP detection | inhibition, % at 16.5 µM | actives 0.26% (n = 360,000);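 active = inhibition above a per-plate limit, mean inhibition of low control wells plus 3 SD, cut at about 25% in these data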;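 note: 0% = DMSO wells with enzyme and 100% = wells lacking Arfgap1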
#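 Replicates: Single well per compound | Assay system: Truncated rat Arfgap1 GAP domain | Control set: No-Arfgap1 wells (100%) versus DMSO full-reaction wells (0%) | Times: Enzyme reaction 120 min at 25 °C after 20 min preincubation | Reagent: Human ARF1(Δ1-17)-GTP substrate | Measured by: Tracer-displacement fluorescence polarization with EDTA stop, 620/688 nm | Measure: Percent inhibition of Arfgap1-stimulated GTP hydrolysis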
# Rev-erbA mod: modulators of Rev-erb alpha DNA binding, primary screen, biochemical, FITC-DNA, fluorescence polarization, uHTS. Nuclear receptor subfamily 1 group D member 1 (Homo sapiens), P20393. Rev-erbα–FITC-DNA binding, 90 min. activity, % at 10 µM. actives 0.79% (n = 370,000);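 active = activity above about 14%, limit read from the data; passing the limit was not always enough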;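 note: 0% = DMSO wells with 35 nM protein and 100% = DMSO wells with 750 nM protein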
# HTRA1 inh: HTRA1 serine protease inhibitors, primary screen, biochemical, fluorescence polarization, HTS | recombinant HTRA1, FP-rhodamine activity-based probe | inhibition, % at 5.96 µM | actives 0.5% (n = 340,000) | AID 504803, 2011; in the data active = inhibition above about 36%;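 note: 0% = enzyme with DMSO and 100% = wells lacking enzyme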
# ABHD4 inh: ABHD4 inhibitors, primary screen, biochemical, fluorescence polarization, mouse | inhibition, % at 8.92 µM | (Lyso)-N-acylphosphatidylethanolamine lipase (Mus musculus), Q8VD66 | purified mABHD4, FP-Rh probe fluorescence polarization | AID 720543, 2013 | actives 0.54% (n = 370,000);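 active = inhibition exceeding the mean over every tested compound plus 3 SD, cut at about 30% in these data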;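 note: 0% = plate median of compound wells and 100% = S159A mutant with DMSO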
#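 Assay system: wild-type mouse ABHD4 protein; compound: single nominal dose of 8.92 µM, 0.89% DMSO final; schedule: 45 min + 60 min at 25 °C; measured by: FP readout, ex 525 nm / em 598 nm; evaluation: % inhibition of FP-Rh probe binding versus controls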
# NPR2 activator: human GC-B receptor activators, primary screen, HEK293 GC-B cells, cGMP TR-FRET, EC30 CNP; actives 0.11% (n = 370,000); 0% at EC30 CNP, 100% saturating CNP; activation, % at 10 µM; Atrial natriuretic peptide receptor 2 (Homo sapiens), P20594; AID 1920062, 2024;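 active = activation at 10 µM reaching about 35% in either raw or pattern-adjusted values, limit read from the data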
# ASAP1 inh: inhibitors of human ASAP1 ArfGAP activity, primary screen, biochemical, fluorescence polarization. Arf-GAP with SH3 domain, ANK repeat and PH domain-containing protein 1 (Homo sapiens), …. actives 0.19% (n = 360,000). ASAP1-stimulated ARF1 GTP hydrolysis, GDP FP detection. inhibition, % at 16.5 µM; in the data active = inhibition above about 25%;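 note: 0% = vehicle with enzyme and substrate and 100% = no enzyme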
# NPR1 activator: GC-A stimulated cGMP production enhancers – HEK293 GC-A cells, cGMP TR-FRET, EC30 ANP, primary screen. Atrial natriuretic peptide receptor 1 (Homo sapiens), P16066. 0% at EC30 ANP, 100% saturating ANP. activation, % at 10 µM. actives 0.14% (n = 370,000); in the data active = activation above about 40%
# Target sequence (P16066 whole entry, looked up): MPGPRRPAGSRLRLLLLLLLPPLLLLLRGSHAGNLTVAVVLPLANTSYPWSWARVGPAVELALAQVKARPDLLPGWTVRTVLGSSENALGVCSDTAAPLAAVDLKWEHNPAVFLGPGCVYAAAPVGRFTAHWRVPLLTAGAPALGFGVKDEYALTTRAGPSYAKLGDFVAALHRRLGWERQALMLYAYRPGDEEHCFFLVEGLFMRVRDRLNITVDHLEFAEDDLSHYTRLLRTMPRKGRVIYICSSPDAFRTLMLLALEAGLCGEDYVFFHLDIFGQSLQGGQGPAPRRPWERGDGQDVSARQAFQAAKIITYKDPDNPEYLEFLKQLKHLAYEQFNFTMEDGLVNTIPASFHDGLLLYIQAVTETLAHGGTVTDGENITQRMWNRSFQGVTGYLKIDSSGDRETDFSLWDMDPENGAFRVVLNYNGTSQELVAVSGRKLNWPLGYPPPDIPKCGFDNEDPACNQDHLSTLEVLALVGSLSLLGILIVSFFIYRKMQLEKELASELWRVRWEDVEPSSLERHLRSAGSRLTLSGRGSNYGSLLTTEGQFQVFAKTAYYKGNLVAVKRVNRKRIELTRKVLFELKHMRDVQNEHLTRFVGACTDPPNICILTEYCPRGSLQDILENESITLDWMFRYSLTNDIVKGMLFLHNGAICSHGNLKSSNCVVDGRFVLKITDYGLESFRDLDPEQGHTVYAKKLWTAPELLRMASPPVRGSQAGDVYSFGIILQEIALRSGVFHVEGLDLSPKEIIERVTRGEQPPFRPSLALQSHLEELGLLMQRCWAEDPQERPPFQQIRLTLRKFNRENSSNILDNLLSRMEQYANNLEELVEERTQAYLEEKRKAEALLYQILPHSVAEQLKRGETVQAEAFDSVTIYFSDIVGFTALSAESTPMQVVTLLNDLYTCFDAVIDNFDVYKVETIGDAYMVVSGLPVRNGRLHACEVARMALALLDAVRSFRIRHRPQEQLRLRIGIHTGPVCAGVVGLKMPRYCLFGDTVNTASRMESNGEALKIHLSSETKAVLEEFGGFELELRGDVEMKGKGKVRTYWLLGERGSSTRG
# SMARCA2 act: SMARCA2 (BRM) function activators, primary screen, cell-based, luminescence, high throughput; activation, % at 9.1 µM; MG213 cells, MMTV-luciferase reporter, dexamethasone, overnight; actives 1% (n = 370,000); AID 652017, 2013; in the data active = activation above about 7.8%;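 note: 0% = vehicle wells and 100% = reference activator wells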
# PG9 binder: binders of HIV-1 gp120 antibody PG9, primary screen, biochemical, TR-FRET; HIV-1 gp120 / PG9 antibody interaction; TR-FRET gp120-PG9 antibody binding; inhibition, % at 6.7 µM; actives 0.43% (n = 360,000); in the data active = inhibition above about 8.5%
# Numbers without * were called inactive; / = no result given; & = joins results of further samples.
SMILES,rCAG RNA binder,ARFGAP1 inh,Rev-erbA mod,HTRA1 inh,ABHD4 inh,NPR2 activator,ASAP1 inh,NPR1 activator,SMARCA2 act,PG9 binder
O=[N+]([O-])c1ccccc1/C=N/n1c(COc2ccccc2)n[nH]c1=S,22,9,4,-1,4,-5,4,-1,0,-0.7
COC(=O)CNC(=O)/C=C/c1cc(Br)ccc1OC,-1,5,7,0,-9,0,-4,-3,-2,-0.4
CCc1ccc2c(c1)C(NC(C)=O)C(=O)N2CC (stereo unspecified),-2,-9,0,11,-5,4,-1,-3,-1,1.3
COc1ccccc1C(=O)NC(=O)COC(=O)Cc1ccccc1[N+](=O)[O-],-4,-12,-1,-5,5,-4,-9,-1,0,0.5
COc1ccc(OC2CCN(S(=O)(=O)c3ccc(C(C)=O)cc3)CC2)cc1,-2,5,1,-11,-6,5,-6,2,-3,-0.6
N/C(=N\OC(=O)c1cc(Br)ccc1Cl)c1ccccn1,2,-18,0,-7,-4,-10,-8,-5,4,-0.3
COc1cc(-c2nc(-c3ccc(NC(=O)c4ccc(Br)o4)cc3)no2)cc(OC)c1OC,1,0,-11,-48,-8,6,-4,-1,-1,-1.3
Nc1ccc(C(=O)OCc2nc3ccccc3s2)cc1,2,4,-1,1,-8,1,3,4,7,3.1
COC(=O)NNC1=CC(=O)CC(C)(C)C1,0,5,-3,4,-2,4,-5,1,-3,-4.0
CCOc1cc(C(=O)N(C)c2ccccc2)cc(OCC)c1OCC,-3,8,0,4,3,-10,4,3,-1,0.9
Cc1coc2c(O)cc3c(c12)OC1(N2CCCCC2)C(=O)NCCCC31 (stereo unspecified),8,-4,-3,24,35*,-3,0,-4,-3,-5.3
CCCCn1c(N)c(N(CCOC)C(=O)CC(NC(=O)c2ccccc2Cl)c2ccccc2)c(=O)[nH]c1=O (stereo unspecified),4,2,0,5,-1,3,-3,-1,-2,-1.5
O=C(c1ccc2snnc2c1)N1CCCCC1,-4,7,-3,-3,6,-1,-1,1,-3,3.8
CCN(CC)S(=O)(=O)c1ccc(Cl)c(NC(=O)c2ccccc2C)c1,-4,-2,-1,-6,1,7,2,3,1,-2.6
Cc1ccc2[nH]cc(CCNC(=O)c3cccs3)c2c1,4,0,-1,3,-8,-11,-8,-6,3,-0.7
O=C(c1cc([N+](=O)[O-])cc([N+](=O)[O-])c1)N(c1ccccn1)c1ccccn1,-3,-6,-1,1,3,1,-6,1,-2,0.1
O=C(CCn1cccc1)Nc1ccccc1F,0,-1,9,0,-1,-3,-17,-1,-1,-0.1
Cc1ccc(/C=N/NC(=O)CSCc2ccc(Cl)cc2)cc1,-5,-4,1,-34,-7,-1,19,-6,-1,-0.4
CC(C)(C)NC(=O)C(c1ccc(F)cc1)N(CC1CCCO1)C(=O)c1csnn1 (stereo unspecified),-1,-3,1,2,-2,3,-2,0,-2,-0.6
CCn1nnnc1SCC(=O)Nc1ccc(OC)cc1,-2,0,8,4,-5,4,0,0,-1,0.7
O=C1CSC(c2ccccc2)N1c1ccccc1F (stereo unspecified),-3,-1,1,11,-2,7,1,0,5,-1.2
C=CCn1cc([N+](=O)[O-])nc1C,-1,4,-2,-2,2,3,-3,1,-4,-0.5
Cc1cc(N2C(=O)[C@@H]3[C@H](C2=O)[C@@H]2C[C@H]3C(Br)C2Br)no1 (stereo partly specified),-3,-4,0,-17,-3,-4,-7,4,-2,1.2
Cc1ccc(C)c(NC(=O)CN(C)C(=O)c2cc(C3CC3)nn2-c2ccccc2)c1,4,2,-6,-5,1,-3,10,-5,-3,-0.1
Cc1ccc(-n2c(SCC(=O)c3ccc(-c4ccccc4)cc3)nnc2-c2ccc(C(C)(C)C)cc2)cc1,10,/,15,/,0,3,/,0,-3,/

# 3 entries picked at random from the list so far:
SMILES,rCAG RNA binder,ARFGAP1 inh,Rev-erbA mod,HTRA1 inh,ABHD4 inh,NPR2 activator,ASAP1 inh,NPR1 activator,SMARCA2 act,PG9 binder
COc1ccccc1C(=O)NC(=O)COC(=O)Cc1ccccc1[N+](=O)[O-],-4,-12,-1,-5,5,-4,-9,-1,0,0.5
Cc1ccc2[nH]cc(CCNC(=O)c3cccs3)c2c1,4,0,-1,3,-8,-11,-8,-6,3,-0.7
O=C(c1ccc2snnc2c1)N1CCCCC1,-4,7,-3,-3,6,-1,-1,1,-3,3.8

# Next part:
SMILES,rCAG RNA binder,ARFGAP1 inh,Rev-erbA mod,HTRA1 inh,ABHD4 inh,NPR2 activator,ASAP1 inh,NPR1 activator,SMARCA2 act,PG9 binder
COc1ccccc1NC(=O)c1cc2c(=O)n(C)c3ccccc3c2n1C,6,-6,0,-30,-6,-3,1,1,-3,-0.1
Cc1ccc(NC(=O)c2ccc(F)c(S(=O)(=O)N3CCOCC3)c2)cc1F,6,3,0,-10,-7,-1,4,4,-3,0.4
Cc1nc2ccccc2c2oc(C(=O)NCCCN3CCCC(C)C3)cc12 (stereo unspecified),-5,0,0,4,4,-1,-5,4,1,0.2
O=c1[nH]c2ccc(NC(=S)Nc3ccc(Cl)cc3)cc2[nH]1,5,1,-3,-4,4,2,0,-1,0,-4.3
CCc1nnc(NC(=O)c2cnccn2)s1,1,6,0,0,4,-1,7,1,-3,2.3
Cn1nc([N+](=O)[O-])nc1Sc1ccc(C(C)(C)C)cc1,-5,5,1,-1,6,3,6,-3,0,-2.2
CSc1ccccc1C(=O)OCC(=O)NC1CCS(=O)(=O)C1 (stereo unspecified),-1,12,2,0,-2,2,6,-2,-1,-0.9
Cc1ccccc1-c1nc(CN2CCCC(C(=O)NCc3cccnc3)C2)c(C)o1 (stereo unspecified),-8,-4,4,-1,-4,2,1,-1,-4,0.2
CCCCN(C(=O)NC(=O)Nc1nc2ccc(OC)cc2s1)S(C)(=O)=O,1,4,-6,-2,4,-3,-6,-3,4,0.3
O=C(Nc1cccc(C(=O)N2CCN(c3ccc(F)cc3)CC2)c1)c1ccccc1,-2,2,8,-20,4,2,-6,-1,-5,-1.9
CC(C(=O)N1CCOCC1)N1C(=O)C2C3CC(C(Br)C3Br)C2C1=O (stereo unspecified),-4,-9,0,1,3,-3,-6,0,1,0.2
COc1cccc(NC(=O)CSc2nnc(-c3ccoc3C)n2C)c1,3,-2,-2,9,-2,-2,4,-8,-1,0.9
CSc1c(-c2ccccc2)nc2ccccc2c1C(=O)O,0,0,2,3,2,3,0,7,1,-1.7
CC(C)CCN1CCN(Cc2ccon2)CC1CCO (stereo unspecified),-3,-6,-1,3,-3,-1,-3,-5,-3,1.8
CC(=O)Nc1ccc(NC(=O)/C=C/c2ccc3c(c2)OCO3)cc1,-1,4,-4,-2,-6,0,0,1,1,1.8
O=C(c1ccc(COc2ccccc2Cl)o1)N1N=C(C(F)F)CC1(O)C(F)F (stereo unspecified),0,-1,-2,-32,-36,0,11,8,1,-0.2
O=C(NCC1(c2ccccc2)CCCC1)c1ccco1,-2,-3,1,-1,1,-3,-18,-5,0,2.0
CSc1nc2cc(Oc3cccc(Cl)c3Cl)c(Cl)cc2[nH]1,7,22,9&4,-31,-67,-5,9,0,-4,0.0
COc1ccc(-c2cc3nc4n(c(=O)c3s2)CCCCC4)cc1,-2,-6,3,-6,-3,-8,3,-4,1,0.3
O=C(Oc1ccccc1C(=O)N1CCOCC1)c1ccccc1,0,-5,4,11,1,4,0,3,8.0*,-1.0
CN1C(=O)/C(=C\c2ccc(N(C)C)cc2)OC1=S,-62,9,10,-4,-9,2,0,-1,1,-1.8
C[C@@H]1CC[C@]2(O[C@H](CCO)C[C@@H](O)[C@@H]2O)O1,4,-5,-5,-1,0,3,9,0,0,0.6
COc1ccc(NS(=O)(=O)c2ccc(C)c(C(=O)N3CCN(Cc4cc(OC)ccc4OC)CC3)c2)cc1,-4,4,-2,-7,1,3,6,-1,-3,-0.5
COC(=O)[C@@]12C[C@@H](CC(=O)N3CCOCC3)C(=O)N(Cc3ccccc3)C1=CCC(C)(C)C2,-2,-3,-3,/,1,0,-9,-2,-2,0.5
O=C(Nc1ccc(N2CCOCC2)c(Cl)c1)c1ccccc1F,-4,15,0,2,0,2,-10,3,2,-4.8
# The results go on:
SMILES,rCAG RNA binder,ARFGAP1 inh,Rev-erbA mod,HTRA1 inh,ABHD4 inh,NPR2 activator,ASAP1 inh,NPR1 activator,SMARCA2 act,PG9 binder
COCCN(C(=O)COC(=O)CCS(=O)(=O)c1ccccc1)c1c(N)n(Cc2ccccc2)c(=O)[nH]c1=O,-2,11,-5,4,3,-5,-6,2,-2,0.5
Cc1ccc(S(=O)(=O)N2CCCCC2C(=O)N(C)c2ccccc2)cc1 (stereo unspecified),-4,-2,3,-9,1,3,1,-3,-4,-1.2
CCn1c(C(=O)N2CCCC(C(=O)NCCc3ccc(C)cc3)C2)cc2sccc21 (stereo unspecified),-5,3,-4,-19,-2,-3,-8,1,-3,0.0
COCCN(C(=O)COC(=O)c1cccnc1Cl)c1c(N)n(Cc2ccccc2)c(=O)[nH]c1=O,1,-2,2,-3,1,2,-2,3,-2,1.0
CCOC(=O)c1c(CN2CCNCC2)nc2ccc(Cl)cc2c1-c1ccccc1,11,11,2,1,10,-14,-5,-40,-6,0.3
COc1ccc(CC(=O)N(C)Cc2cccc(OC)c2OC)cc1S(=O)(=O)N1CCOCC1,-9,6,-3,3,-3,2,-6,2,0,1.1
Cn1c(=O)c2cc(NC(=O)NCc3ccccc3)ccc2n1Cc1ccc(Cl)cc1,4,4,-3,/,7,2,19,3,0,1.9
Cc1cccc(C)c1NC(=O)CN(C)C(=O)CC1CC2CCC1C2 (stereo unspecified),-4,1,-6,8,6,-6,-9,-1,-1,0.6
CCN(CC)CCNC(=O)c1cc2ccccc2nc1Cl,1,1,0,9,5,-4,-5,0,-1,1.0
O=C(Nc1ccccn1)N1CCOCC1,17,1,1,-2,3,2,-7,5,-2,-0.4
CC(NCc1ccc2c(c1)OCO2)C(=O)NC1CCCc2ccccc21 (stereo unspecified),2,-7,-6,3,3,-11,0,4,1,-1.2
CCS(=O)(=O)Nc1ccc(C2=NN(C(=O)c3ccco3)C(c3ccc(C)cc3)C2)cc1 (stereo unspecified),/,/,2,-28,/,-10,/,-2,/,/
CCOc1ccccc1C(=O)NCC(=O)NNC(=O)c1csc(N2CCOCC2)n1,0,1,5,-15,-4,1,-3,2,0,-0.6
CCOC(=O)C(C)Oc1cccc2c(=O)n(CC(=O)NCc3ccc(F)cc3)ccc12 (stereo unspecified),-3,-8,6,0,1,1,-6,-2,-3,2.5
